Screens deposited in PubChem by several laboratories.
ERb SRC1 inh – blocks coactivator binding to human estrogen receptor beta; TR-FRET ER-beta LBD / SRC1-Cy5 peptide binding; receptor agonist-loaded with 1 µM estradiol; inhibition, % at 25.6 µM; Q92731; AID 633; hit rate 1.3% among 86,000;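 active = compounds whose percent inhibition of the receptor-coactivator binding signal exceeds about 50% in the single-dose screen, limit read from the data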;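 also: 0% = receptor plus peptide wells without compound and 100% = peptide-only wells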
Smad3 inh – inhibitors of human Smad3 transcription factor binding; P84022; TR-FRET Smad3/Dy647-FoxH1 peptide binding, europium anti-His; inhibition, % at 25 µM; hit rate 0.29% among 88,000;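 active = compounds that reduce the energy-transfer binding signal between the protein and its labelled peptide by more than half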;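 also: 0% = Smad3 plus labelled peptide maximal FRET and 100% = peptide-only background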
MT1-MMP txn act – activates MT1-MMP transcription. HT1080 MT1-MMP promoter luciferase reporter, luminescence, overnight; stronger effect = higher value. activation factor at 10 µM. hit rate 0.16% among 86,000. AID 750;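 active = activation factor of at least 2 for MT1-MMP transcription at 10 µM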
Mac1 fbg enh – CD11b/CD18-fibrinogen binding enhancement | P05107+P11215 | K562 CD11b/CD18 adhesion to fibrinogen, ATPlite luminescence | activation, % at 10 µM | hit rate 0.07% among 93,000;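 active = 10 µM primary screen giving 50% or more activity, confirmed by 40% or more on retest at that dose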; also: strong numbers were not always called active; reference of the scale not given here
Target sequence (P05107 whole entry, looked up, other chains not shown): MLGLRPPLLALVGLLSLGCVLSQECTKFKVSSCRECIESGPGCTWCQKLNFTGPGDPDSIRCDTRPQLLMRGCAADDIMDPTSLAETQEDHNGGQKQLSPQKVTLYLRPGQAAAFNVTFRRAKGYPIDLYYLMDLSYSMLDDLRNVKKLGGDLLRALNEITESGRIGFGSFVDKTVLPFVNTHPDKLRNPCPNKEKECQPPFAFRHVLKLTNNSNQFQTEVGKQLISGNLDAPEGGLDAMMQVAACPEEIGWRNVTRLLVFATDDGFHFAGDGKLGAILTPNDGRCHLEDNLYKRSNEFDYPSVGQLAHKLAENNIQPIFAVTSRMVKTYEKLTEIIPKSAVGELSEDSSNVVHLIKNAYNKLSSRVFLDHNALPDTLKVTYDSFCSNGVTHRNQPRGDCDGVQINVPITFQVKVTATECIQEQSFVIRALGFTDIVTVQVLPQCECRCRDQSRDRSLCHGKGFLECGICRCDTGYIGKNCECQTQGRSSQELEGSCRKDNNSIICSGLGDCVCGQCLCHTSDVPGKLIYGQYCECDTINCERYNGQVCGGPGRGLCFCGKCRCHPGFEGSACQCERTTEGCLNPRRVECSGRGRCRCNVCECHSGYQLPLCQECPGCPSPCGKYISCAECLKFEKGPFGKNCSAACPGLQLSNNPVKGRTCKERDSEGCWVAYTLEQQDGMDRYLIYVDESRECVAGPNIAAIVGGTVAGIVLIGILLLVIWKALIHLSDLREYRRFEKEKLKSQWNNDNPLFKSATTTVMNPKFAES
sEH inhibitor – blocks human soluble epoxide hydrolase activity; recombinant human sEH enzymatic activity assay; AID 707; inhibition, % at 2 µM; hit rate 0.34% among 91,000; in the data active = inhibition above about 80%; also: values of inactives mirror those of a sister screen read the other way; many of its hits are not listed in these tables
Candida biofilm – kills Candida albicans biofilms | C. albicans biofilm + clotrimazole, Alamar Blue | hit rate 0.14% among 85,000 | inhibition, % at 6 µM;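 active = inhibition above 20%; inactive = inhibition below 20%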;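 also: preformed 24 hr biofilms exposed to compound for 48 hr; 0% = biofilm without compound and 100% = blank killed by clotrimazole plus chlorhexidine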
Mac1 fbg inh – blocks human CD11b/CD18 adhesion to fibrinogen. hit rate 0.54% among 93,000. inhibition, % at 10 µM. AID 1497. K562 CD11b/CD18 adhesion to fibrinogen, ATPlite luminescence; Mn2+ added to activate the integrin. P05107+P11215;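 active = primary inhibition of 50% or more at 10 µM, then 40% or more on retest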; also: some results filed as inactive read as strong as hits
ERa SRC1 pot – ER-alpha (human) coactivator binding potentiation; coactivator binding (% of control), % at 25.6 µM; hit rate 1.3% among 86,000; AID 639; TR-FRET ERalpha-LBD/SRC-Cy5 coactivator binding, 2 h; 100 = basal binding, no effect; in the data active = activity above about 200%;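 also: binding measured in presence of low estradiol as agonist stimulus; 0% = peptide alone without receptor and 100% = receptor with peptide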
sEH activator – soluble epoxide hydrolase (human) activation. P34913. purified human sEH enzymatic activity, activator screen. activation, % at 2 µM. hit rate 0.04% among 91,000; in the data active = activation above about 37%; also: values of inactives mirror those of a sister screen read the other way
Numbers without * were called inactive; nt = no result given; [ ] = another dose, or the depositor's remark. This is a subset; count on the stated rates, not on these rows.

Every second line gives: ERb SRC1 inh	Smad3 inh	MT1-MMP txn act	Mac1 fbg enh	sEH inhibitor	Candida biofilm	Mac1 fbg inh	ERa SRC1 pot	sEH activator
> Cc1nc2ccccc2n1C1CC(=O)N(N(C)C)C1=O (stereo unspecified)
  -7.5	7.3	1	-3.0	-7.0	1.9	4.1	113.5	4.9
> C=CCn1c(=O)/c(=C2/SC(C)=C(C)N2CC)s/c1=C1/C(=O)N(C)C(=S)N1c1ccccc1
  -5.8	0.3	1	nt	-5.0	6.2	nt	104.5	3.1
> CCCCC(CCC(=O)Nc1ccc(C(=O)OC)cc1)C(=O)O (stereo unspecified)
  -1.0	-3.0	1.2	nt	-13.5	3.4	nt	107.3	15.4
> OCc1cn(-c2ccccc2)nc1-c1cccnc1
  -22.9	3.1	0.9	-0.5	-9.0	1.4	-35.4	109.3	10.9
> CC1=Nn2c(nnc2-c2ccccc2)SC1
  -5.2	4.8	1	nt	-27.4	5.7	nt	110.6	30.0
> CC1Cc2ccccc2N1C(=O)COC(=O)Cn1cnc2ccccc2c1=O (stereo unspecified)
  1.0	21.9[fluorescence artefact?]	1.1	0.7	nt	nt	2.2	129.9	nt
> COc1ccc2cc3cc(C(=O)NC(C)C)oc3nc2c1
  -16.3	7.2	1.5	3.3	-13.5	0.1	-39.9	112.4	8.7
> Cc1onc(-c2ccccc2Cl)c1C(=O)NCc1nc(-c2ccccc2)no1
  -3.8	-1.6	1.1	5.5	8.9	-2.2	13.8	93.4	-10.8
> CCCC1S/C(=N/N=C/c2ccc(OC)cc2)N(Cc2ccccc2)C1=O (stereo unspecified)
  -2.2	3.4	1.1	7.2	2.7	4.0	19.9	100.7	-0.5
> O=c1ccc2c(o1)/C(=C/C=C(Cl)Cl)CCC2
  -6.1	3.2	0.8	1.4	nt	3.4	-8.1	113.9	nt
> COc1cc2c(cc1OC)CN(Cc1nc3ccsc3c(=O)[nH]1)CC2
  48.8	9.5	1.2	nt	-7.3	0.8	nt	59.0[fluorescence artefact?]	8.1
> COc1cccc(C2CC(c3ccccc3C)n3nc(N)nc3N2)c1 (stereo unspecified)
  -0.1	0.7	1.1	-0.8	nt	6.5	9.4	117.3	nt
> CCOC(=O)c1ccc(NC(=O)CSC2=NC(=O)C(CC)C(=O)N2)cc1 (stereo unspecified)
  -3.3	-3.5	1.1	nt	7.5	5.2	nt	130.9	-8.4
> CCCCC(=O)OCC(=O)c1[nH]c(C)c(C(=O)OCC)c1C
  nt	nt	nt	0.2	7.1	nt	1.4	nt	-4.6
> CCOC(=O)N1CCN(C(=O)COc2ccccc2Cl)CC1
  0.6	0.8	1.2	nt	nt	6.5	nt	108.7	nt

Later entries.
Every second line gives: ERb SRC1 inh	Smad3 inh	MT1-MMP txn act	Mac1 fbg enh	sEH inhibitor	Candida biofilm	Mac1 fbg inh	ERa SRC1 pot	sEH activator
> CN(C)C(/C=C/Nc1ccc(C#N)cc1)=C(C#N)C#N
  nt	nt	nt	-3.9	-6.3	nt	11.3	nt	5.2
> O=C(COC(=O)c1ccc(S(=O)(=O)N2CCOCC2)cc1)NC1CCCCCC1
  1.4	1.6	1	0.4	73.0	3.8	-0.8	94.9	-73.3
> COc1ccc(C2CC(=O)Nc3ccccc3S2(=O)=O)cc1OC (stereo unspecified)
  50.2*	2.3	1	-3.3	nt	6.3	28.1	54.5	nt
> O=C(C(Cc1ccccc1)n1cccc1)N1CCN(c2ccccc2)CC1 (stereo unspecified)
  2.5	2.5	nt	-5.9	-8.7	7.9	12.8	138.1	9.4
> Cc1cccc(N2C(=S)N=C(Nc3c(C)cccc3C)C23CCOC(C)(C)C3)c1 (stereo unspecified)
  1.1	-2.8	1.1	-0.8	10.9	4.6	12.6	115.1[fluorescence artefact?]	-8.0
> CCCN(CCC)C(=O)c1cc(-c2ccc3c(c2)OCO3)nc2ccccc12
  1.4	-8.2	1.5	-1.0	0.7	-0.8	-19.2	87.3	-4.1
> CCOC(=O)COc1c(OC)cc(Cl)cc1C1NC(=O)NC(C)=C1C(C)=O (stereo unspecified)
  59.8*[fluorescence artefact?]	-3.6	1.1	0.2	-2.8	-3.1	6.8	88.2	1.0
> Nc1nsc2ccccc12
  nt	nt	1	-1.3	-4.0	nt	-20.0	nt	4.2
> O=C(Nc1nccs1)C1CCCN1S(=O)(=O)c1cccc2cccnc12 (stereo unspecified)
  -0.3	11.7	1.1	-0.4	-0.4	-15.8	-7.1	81.3	-0.8
> On1cnnc1-c1ccccc1
  -18.9	-2.1	1.2	-0.8	nt	4.5	3.9	120.5	nt
> Cc1[nH]nc2c1C(c1ccc(OC(=O)c3ccco3)cc1)C(C#N)=C(N)O2 (stereo unspecified)
  -6.2	-0.9	1.1	nt	4.5	0.4	nt	93.7	-2.7
> Cn1cc(S(=O)(=O)CC(=O)Nc2ccc3c(c2)OCO3)c2ccccc21
  22.5	11.1[fluorescence artefact?]	0.9	nt	-1.4	6.5	nt	63.0	-0.7
> COc1ccc(-c2noc(CCCc3ccccc3)n2)cc1OC
  5.2[fluorescence artefact?]	-10.1	1.4	nt	nt	-5.8	nt	96.8	nt
> CCOc1ccc(-c2c(=O)n(OCc3ccccn3)c3ccccc3[n+]2[O-])cc1
  7.6	10.4	1.1	-3.8	12.3	9.1	13.7	76.5	-11.2
> O=C(COc1ccccc1)NCc1cccs1
  -4.5[fluorescence artefact?]	4.5	1.3	-3.1	-18.9	7.6	-8.5	110.1	20.4

(listing goes on)
Every second line gives: ERb SRC1 inh	Smad3 inh	MT1-MMP txn act	Mac1 fbg enh	sEH inhibitor	Candida biofilm	Mac1 fbg inh	ERa SRC1 pot	sEH activator
> O=C(COC(=O)C1COc2ccccc2O1)NC(=O)Nc1ccc2c(c1)OCCO2 (stereo unspecified)
  -9.9[fluorescence artefact?]	-3.6	1.3	-3.6	-0.9	-3.1	2.2	82.0[fluorescence artefact?]	0.5
> Nc1nnc(SCC(=O)N2CCN(c3ccccc3)CC2)s1
  -4.3	0.5	1.1	-2.5	-0.9	4.8	-8.9	118.2	3.0
> Cc1cc(N2CCC(C(N)=O)CC2)nc(-c2ccccc2)n1
  nt	nt	nt	-2.0	-21.9	nt	-9.4	nt	23.8
> Cc1ccc2[nH]c(=O)c(CN(Cc3cccnc3)C(=O)c3ccncc3)cc2c1
  -11.7[fluorescence artefact?]	12.2	1.1	-0.9	-8.3	4.3	-9.9	112.6	11.5
> Cn1c(SC2C(=O)CC(C)(C)CC2=O)nnc1-c1ccco1
  -4.3	-8.1	1.1	0.6	nt	4.2	29.6	107.7	nt
> CC(C)(C)c1csc(NC(=O)Cn2c(=O)oc3ccccc32)n1
  1.0	-6.7	1.1	-0.7	1.2	3.3	-54.2	100.6	1.4
> CCc1ncc(C(=O)c2ccc(OC)cc2)n1C
  1.5	-8.4	1	1.0	-11.2	4.5	-3.1	107.5	8.5
> COc1cccc(C(=O)OCCN2C(=O)c3ccccc3C2=O)c1OC
  4.1	3.7	1.1	11.5	-2.0	3.8	-8.1	116.5	1.6
> CCOC(=O)C(C(=O)OCC)c1cc(Br)c2noc3c2c1C(=O)c1ccccc1-3
  nt	nt	1.2	-3.9	5.3	nt	7.2	nt	-4.2
> CC(C)(Oc1ccc(Cl)cc1)C(=O)OCC(=O)N1CCCC1
  -11.3	-7.6	1.1	-2.5	nt	2.0	2.8	118.7	nt
> Nc1cccc(-c2nc3ccccc3s2)c1
  -6.8	9.8	0.7	-2.0	-0.7	3.4	20.0	94.7	3.2
> COc1ccccc1C(=O)Nc1cc2cc(Cl)ccc2oc1=O
  -7.5	-5.2	1.8	nt	2.3	5.7	nt	116.8	1.3
> Cn1ncc(Cl)c1C(=O)Nc1ccc(Cl)cn1
  -8.1	-3.4	1.6	nt	0.0	4.5	nt	106.2	-3.4
> O=C(Cc1c(O)c2ccccc2[nH]c1=O)NC1CCCCCCC1
  3.7	-5.3	1.2	0.3	nt	5.4	-2.4	102.3	nt
> O=C(NCc1ccco1)c1cnn2c(C(F)(F)F)cc(-c3ccco3)nc12
  5.5[fluorescence artefact?]	-9.2	1.1	2.2	-4.6	10.5	-27.8	88.4	5.6

Going on with the list:
Every second line gives: ERb SRC1 inh	Smad3 inh	MT1-MMP txn act	Mac1 fbg enh	sEH inhibitor	Candida biofilm	Mac1 fbg inh	ERa SRC1 pot	sEH activator
> COc1cccc(/C=N/Nc2nc(N3CCCC3)nc(N3CCCC3)n2)c1O
  -7.9	0.8	1.2	nt	-0.8	4.7	nt	95.0	1.3
> COC(=O)c1ccc(NC(=O)C23CCC(C)(C(=O)O2)C3(C)C)cc1 (stereo unspecified)
  -0.6[fluorescence artefact?]	4.9	nt	nt	1.4	-3.9	nt	94.4	-0.9
> CC(C)n1c(SCC(=O)Nc2nc3ccccc3s2)nc2c1c(=O)n(C)c(=O)n2C
  -5.6[fluorescence artefact?]	6.3	1	nt	-11.1	6.5	nt	134.1	9.0
> O=C(CSc1nnc(SCC(=O)NCc2ccc3c(c2)OCO3)s1)NCc1ccc2c(c1)OCO2
  nt	nt	nt	-3.0	38.5	nt	9.6	nt	-39.7
> CCCNC(=O)c1ccccc1NC(=O)c1ccc(CSc2ccccc2)cc1
  nt	nt	nt	2.5	8.1	nt	-40.7	nt	-6.2
> O=C(NCc1ccco1)c1nc2c(nnn2Cc2ccccc2Cl)c(=O)[nH]1
  11.6	-3.2	1.2	nt	-11.8	1.8	nt	92.4	11.5
> CCOC(=O)CSc1nc(C)cc(Oc2ccc(=O)n(C)n2)n1
  -15.9	2.4[fluorescence artefact?]	1	nt	nt	5.2	nt	114.6	nt
> O=c1c2ccccc2ncn1-c1ccc2c(c1)OCCO2
  nt	nt	1.3	5.4	5.4	nt	7.8	nt	-5.8
> Nc1ccc(-c2nc3c(Cl)c(N)ccc3[nH]2)cc1
  52.5*[fluorescence artefact?]	2.1[fluorescence artefact?]	1	3.5	-0.5	-1.9	11.0	109.0[fluorescence artefact?]	0.7
> COc1ccccc1OCC(=O)Sc1ccc(C)cc1
  13.1[fluorescence artefact?]	-0.5	1.2	8.3	5.5	6.9	4.8	87.1	-6.7
> Cc1cc(C)c2[nH]c(=O)c(CN(CC3CCCO3)S(=O)(=O)c3ccc4c(c3)OCCO4)cc2c1 (stereo unspecified)
  -0.3	5.0	1.1	1.4	-0.3	8.4	-3.0	99.8	0.4
> COc1ccc(S(=O)(=O)NCCC(C)C)cc1OC
  -10.9[fluorescence artefact?]	13.5	1.1	10.5	0.7	6.7	-3.3	102.3	2.8

Compound profiles, from the list above.
Entry for `Cc1cc(C)c2[nH]c(=O)c(CN(CC3CCCO3)S(=O)(=O)c3ccc4c(c3)OCCO4)cc2c1` (stereo unspecified) → ERb SRC1 inh: -0.3; Smad3 inh: 5.0; MT1-MMP txn act: 1.1; Mac1 fbg enh: 1.4; sEH inhibitor: -0.3; Candida biofilm: 8.4; Mac1 fbg inh: -3.0; ERa SRC1 pot: 99.8; sEH activator: 0.4
Entry for `COC(=O)c1ccc(NC(=O)C23CCC(C)(C(=O)O2)C3(C)C)cc1` (stereo unspecified) → ERb SRC1 inh: -0.6[fluorescence artefact?]; Smad3 inh: 4.9; MT1-MMP txn act: nt; Mac1 fbg enh: nt; sEH inhibitor: 1.4; Candida biofilm: -3.9; Mac1 fbg inh: nt; ERa SRC1 pot: 94.4; sEH activator: -0.9
